KAT2A inh: qHTS Assay for Inhibitors of GCN5L2; Histone acetyltransferase KAT2A (Homo sapiens), Q92830; GCN5L2 HAT assay, ThioGlo1 CoA-SH fluorescence; Potency, µM (top dose mostly 58.9 µM), for inactives: at the highest dose activity change, negative = inhibition, actives largely listed as inhibitors; actives 0.21% (n = 390,000)
Target sequence (Q92830 whole entry, looked up): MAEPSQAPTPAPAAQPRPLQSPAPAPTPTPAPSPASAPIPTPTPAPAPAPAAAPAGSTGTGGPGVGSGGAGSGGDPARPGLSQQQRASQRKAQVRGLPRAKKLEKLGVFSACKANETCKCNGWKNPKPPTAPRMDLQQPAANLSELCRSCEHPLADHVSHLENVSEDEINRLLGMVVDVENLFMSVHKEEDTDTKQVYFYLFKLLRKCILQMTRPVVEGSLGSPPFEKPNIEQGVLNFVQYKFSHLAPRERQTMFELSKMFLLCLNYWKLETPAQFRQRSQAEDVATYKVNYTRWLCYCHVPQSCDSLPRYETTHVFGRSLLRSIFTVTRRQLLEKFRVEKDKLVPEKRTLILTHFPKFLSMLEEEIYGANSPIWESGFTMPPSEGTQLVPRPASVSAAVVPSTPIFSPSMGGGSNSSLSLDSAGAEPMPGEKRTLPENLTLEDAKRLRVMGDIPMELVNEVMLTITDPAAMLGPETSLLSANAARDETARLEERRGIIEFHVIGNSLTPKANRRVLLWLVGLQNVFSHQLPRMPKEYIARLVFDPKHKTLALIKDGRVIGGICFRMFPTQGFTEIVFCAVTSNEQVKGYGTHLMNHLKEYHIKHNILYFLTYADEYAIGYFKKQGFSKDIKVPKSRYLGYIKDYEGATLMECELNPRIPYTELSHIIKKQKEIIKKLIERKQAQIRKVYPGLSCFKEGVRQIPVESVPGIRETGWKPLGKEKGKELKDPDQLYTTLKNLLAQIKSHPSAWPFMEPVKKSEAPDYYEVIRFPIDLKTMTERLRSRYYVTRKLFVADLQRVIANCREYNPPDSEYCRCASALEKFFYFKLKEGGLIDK
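Fluorescence readout, Ex340nm/Em540nm: ThioGlo1 (50uM final) reacts with free CoA thiol released as 20nM GCN5L2 acetylates H3(1-25) peptide (75uM) using acetyl-CoA (70uM). Compound and enzyme sat 15 min beforehand; 20 min room-temperature reaction.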
FEN1 inhibitor: qHTS Assay for the Inhibitors of Human Flap endonuclease 1 (FEN1); actives 0.35% (n = 390,000); Potency, µM (highest dose often 114 µM), for the others: at the top dose activity change, negative = inhibition, actives largely listed as inhibitors; P39748; Recombinant FEN1 flap cleavage, fluorescence, 15 min; further: nearly all actives have a fitted effect of over 65% in size
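Enzyme 10 nM, 15 min RT preincubation with compound; start with substrate 50 nM final; reads at 0 and 15 min; qHTS titration, four-parameter Hill fit.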
DT40 TDP1 CPT: qHTS for Inhibitors of human tyrosyl-DNA phosphodiesterase 1 (TDP1): qHTS in cells in presence of CPT; chicken DT40 Tdp1-/-;hTDP1 cells + 20 nM CPT, ATP luminescence, 48 h; Potency, µM (series often up to 46.2 µM), without a hit: at the highest dose activity change, negative = growth inhibition, most hits filed as inhibitors; actives 12% (n = 420,000); further: nearly all actives have a fitted effect of over 55% in size
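Chicken DT40 Tdp1-/- cells complemented with human TDP1, 400 cells/well, exposed to compounds plus 20 nM camptothecin for at least 48 h at 37 C; viability read as ATP content by CellTiter-Glo luminescence.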
Active calls of the source: *; & = joins results of further samples. The call rests on the fitted dose curve; in most records, active means well fitted curve in the direction sought with a large enough effect; inconclusive means small, poorly fitted or top-dose-only effect, or another doubt; inactive means no such curve, though single readings can be large; an effect the other way counts as inactive or inconclusive. On the % scale 0 is the no-effect control and ±100 the full control effect; potency means the concentration at half of the fitted maximal effect.

Screening O=C(O)c1cnn(-c2nc(-c3ccc(Cl)cc3)cs2)c1C(F)(F)F returned KAT2A inh 1%, FEN1 inhibitor -4% and DT40 TDP1 CPT 15%.
For COc1ccc(CNC(=O)CN(C)S(=O)(=O)c2ccc3c(c2)c(=O)n(C)c(=O)n3C)cc1 the results were KAT2A inh -7%&-9%, FEN1 inhibitor -1%&20% and DT40 TDP1 CPT inconclusive.
CC(NC(=O)c1ccc(Cl)cc1)C(=O)NC1=NCCS1 (configuration not stated) was read as KAT2A inh inconclusive, FEN1 inhibitor -1% and DT40 TDP1 CPT 0%.
`Cc1ccc(C(=O)Nc2cccc(S(=O)(=O)N3CCOCC3)c2)cc1[N+](=O)[O-]` gave KAT2A inh 1%, FEN1 inhibitor -13% and DT40 TDP1 CPT 12µM*.
`Cc1ccc(Nc2nc3ccccc3c(=O)s2)cc1` gave KAT2A inh -7%, FEN1 inhibitor -11% and DT40 TDP1 CPT -1%.
COc1ccccc1NS(=O)(=O)c1ccc(O)c(C(=O)OCC(=O)c2ccc(Cl)cc2Cl)c1 was read as KAT2A inh -18%, FEN1 inhibitor 7% and DT40 TDP1 CPT -29%.
CCOC(=O)c1nn(-c2ccccc2C)c(=O)c(C#N)c1C was read as KAT2A inh -5%, FEN1 inhibitor 0% and DT40 TDP1 CPT 9%.
Screening CCN(CC)C(=O)c1cccc(NC(=O)c2cc(C3CC3)nc3c2cnn3C(C)C)c1 returned KAT2A inh -7%, FEN1 inhibitor 7% and DT40 TDP1 CPT inconclusive.
CN1C(=O)c2ccccc2C(C(=O)NCC2CCCO2)C1c1c[nH]c2ccccc12 (configuration not stated) was read as FEN1 inhibitor 2% and DT40 TDP1 CPT -13%.
Screening CCn1nc(C(=O)Nc2ccc(N3CCOCC3)cc2)c2ccccc2c1=O returned KAT2A inh 2%, FEN1 inhibitor -9% and DT40 TDP1 CPT inconclusive.
`Cc1ccc(-c2[nH]c3cc(C(=O)NCCCn4ccnc4)ccc3c(=O)c2O)cc1` gave KAT2A inh -13%, FEN1 inhibitor inconclusive and DT40 TDP1 CPT 5%.
For CN(C)CCN(C(=O)CCc1ccccc1)c1nc2c(F)cc(F)cc2s1 the results were KAT2A inh -3%, FEN1 inhibitor -21% and DT40 TDP1 CPT -10%.
O=C(C1CCC(CNc2c(N3CCCC3)c(=O)c2=O)CC1)N1CCc2ccccc21 (configuration not stated) was read as KAT2A inh -6%, FEN1 inhibitor -11% and DT40 TDP1 CPT inconclusive.
For C=CCN(Cc1ccc(Cl)s1)C(=O)c1cc(S(=O)(=O)N2CCOCC2)ccc1F the results were KAT2A inh -2%, FEN1 inhibitor -3% and DT40 TDP1 CPT 18µM*.
Screening CCC(CC)NC(=O)C1CCN(S(=O)(=O)c2cccs2)CC1 returned KAT2A inh 7%, FEN1 inhibitor -11% and DT40 TDP1 CPT inconclusive.
Screening O=C(CSc1nnc(-c2ccc(O)cc2)o1)Nc1ccccc1Br returned KAT2A inh -3%, FEN1 inhibitor -15% and DT40 TDP1 CPT -13%.
Screening OC(CNCc1ccccc1Cl)COc1ccc(F)cc1 (configuration not stated) returned KAT2A inh 1%, FEN1 inhibitor -3% and DT40 TDP1 CPT inconclusive.
CCCNS(=O)(=O)c1ccc(CCC(=O)N2CCN(CC)CC2)cc1 was read as KAT2A inh -1%, FEN1 inhibitor -1% and DT40 TDP1 CPT -5%.
`O=C(CNC(=O)c1cc2c(s1)CCC2)Nc1ccccc1Br` gave KAT2A inh 0%, FEN1 inhibitor -16% and DT40 TDP1 CPT 14%.
For CC(C)CC(=O)Nc1c(C(=O)N2CCN(c3ccccc3)CC2)oc2ccccc12 the results were KAT2A inh -7%, FEN1 inhibitor 0% and DT40 TDP1 CPT 15µM*.

By substructure, those above with bromine.
Screening O=C(CSc1nnc(-c2ccc(O)cc2)o1)Nc1ccccc1Br returned KAT2A inh -3%, FEN1 inhibitor -15% and DT40 TDP1 CPT -13%.
`O=C(CNC(=O)c1cc2c(s1)CCC2)Nc1ccccc1Br` gave KAT2A inh 0%, FEN1 inhibitor -16% and DT40 TDP1 CPT 14%.

(list continues)
Cc1nnc(SCC(=O)Nc2ccccc2F)n1-c1ccc(F)cc1 was read as KAT2A inh -5%, FEN1 inhibitor 16% and DT40 TDP1 CPT 7%.
`O=C(Nc1cccc([N+](=O)[O-])c1)C1COc2ccccc2O1` (configuration not stated) gave KAT2A inh 0%, FEN1 inhibitor -2% and DT40 TDP1 CPT -12%.
COc1ccc(C2NCCCC2c2ccccc2)cc1 (configuration not stated) was read as FEN1 inhibitor 0% and DT40 TDP1 CPT inconclusive.
Screening O=C(O)c1cccc(S(=O)(=O)Nc2ccc([N+](=O)[O-])cc2O)c1 returned KAT2A inh 0%, FEN1 inhibitor 14% and DT40 TDP1 CPT 1%.
For Cc1nn(Cc2ccccc2)c(C)c1NC(=O)CSc1nc2sc3c(c2c(=O)n1C)CCC3 the results were FEN1 inhibitor 1% and DT40 TDP1 CPT inconclusive.
For O=[N+]([O-])c1ccc(NCCCO)c(S(=O)(=O)N2CCOCC2)c1 the results were KAT2A inh -7%, FEN1 inhibitor 1% and DT40 TDP1 CPT -2%.
c1ccc(COC2COC3C(OCc4ccccc4)COC23)cc1 (configuration not stated) was read as FEN1 inhibitor -5% and DT40 TDP1 CPT -1%.
O=C1N(c2ccccc2C(F)(F)F)O[C@]1(c1ccccc1)C1CCCCC1 was read as KAT2A inh -10%, FEN1 inhibitor -5% and DT40 TDP1 CPT -9%.
`O=c1[nH]cc(COCC(F)CCl)c(=O)[nH]1` (configuration not stated) gave KAT2A inh -17%, FEN1 inhibitor 22% and DT40 TDP1 CPT -6%.
Screening CC(=O)Nc1ccc(NC(=O)CN(c2cc(Cl)ccc2Cl)S(C)(=O)=O)cc1 returned KAT2A inh -4%, FEN1 inhibitor -10% and DT40 TDP1 CPT 7%.
Screening O=C(c1cncc(Br)c1)N1CCN(S(=O)(=O)c2ccc3ccccc3c2)CC1 returned KAT2A inh -8%, FEN1 inhibitor -12% and DT40 TDP1 CPT -11%.
`Cc1ccnc(NC(=O)c2cc(-n3cnnc3)ccc2Cl)c1` gave KAT2A inh -4%, FEN1 inhibitor 2% and DT40 TDP1 CPT -2%.
Cc1ccc(C2Nc3ccccc3C(=O)N2CCCN2CCOCC2)cc1 (configuration not stated) was read as KAT2A inh -7%, FEN1 inhibitor -1% and DT40 TDP1 CPT -2%.
`COc1ccc(CNC(=O)C2CSCCS2)cc1` (configuration not stated) gave KAT2A inh -3%, FEN1 inhibitor -1% and DT40 TDP1 CPT 5%.
Screening COc1cc(C2N=C(N)Nc3nc4ccccc4n32)ccc1OCCC(C)C (configuration not stated) returned KAT2A inh 0%, FEN1 inhibitor -11% and DT40 TDP1 CPT 23µM*.
`CCOC(=O)c1cnc2cc(-c3ccc(C(C)(C)C)cc3)nn2c1N` gave KAT2A inh 15%, FEN1 inhibitor 1% and DT40 TDP1 CPT inconclusive.
For COc1ccc(OCC(=O)NNC(=S)NC(=O)c2ccc([N+](=O)[O-])cc2)cc1 the results were KAT2A inh inconclusive, FEN1 inhibitor 14% and DT40 TDP1 CPT inconclusive.
Nc1ccc(C(=O)Nc2ccc3c(O)cc(S(=O)(=O)O)cc3c2)cc1 was read as FEN1 inhibitor inconclusive and DT40 TDP1 CPT 0%.
CN1CCN(C(CNC(=O)c2ccccc2F)c2ccc3c(c2)OCO3)CC1 (configuration not stated) was read as KAT2A inh 2%, FEN1 inhibitor -8% and DT40 TDP1 CPT 6%.
Screening Cc1cc(=O)[nH]c(SCc2ccc(Cl)cc2)n1 returned FEN1 inhibitor 11% and DT40 TDP1 CPT -1%.

A draw from above in order of molar mass, rising:
`COc1ccc(CNC(=O)C2CSCCS2)cc1` (configuration not stated) gave KAT2A inh -3%, FEN1 inhibitor -1% and DT40 TDP1 CPT 5%.
`O=C(Nc1cccc([N+](=O)[O-])c1)C1COc2ccccc2O1` (configuration not stated) gave KAT2A inh 0%, FEN1 inhibitor -2% and DT40 TDP1 CPT -12%.
c1ccc(COC2COC3C(OCc4ccccc4)COC23)cc1 (configuration not stated) was read as FEN1 inhibitor -5% and DT40 TDP1 CPT -1%.
Nc1ccc(C(=O)Nc2ccc3c(O)cc(S(=O)(=O)O)cc3c2)cc1 was read as FEN1 inhibitor inconclusive and DT40 TDP1 CPT 0%.
Screening COc1cc(C2N=C(N)Nc3nc4ccccc4n32)ccc1OCCC(C)C (configuration not stated) returned KAT2A inh 0%, FEN1 inhibitor -11% and DT40 TDP1 CPT 23µM*.
Screening O=C(c1cncc(Br)c1)N1CCN(S(=O)(=O)c2ccc3ccccc3c2)CC1 returned KAT2A inh -8%, FEN1 inhibitor -12% and DT40 TDP1 CPT -11%.
For Cc1nn(Cc2ccccc2)c(C)c1NC(=O)CSc1nc2sc3c(c2c(=O)n1C)CCC3 the results were FEN1 inhibitor 1% and DT40 TDP1 CPT inconclusive.

Carrying on.
`CCCn1c(SC(C)C(=O)NCC2CCCO2)nc2sc3c(c2c1=O)CCC3` (configuration not stated) gave KAT2A inh -1%, FEN1 inhibitor 8% and DT40 TDP1 CPT inconclusive.
For Cc1ccc(C(=O)OCC(=O)Nc2ccc3[nH]c(=O)[nH]c3c2)cc1[N+](=O)[O-] the results were KAT2A inh 2%, FEN1 inhibitor 14% and DT40 TDP1 CPT -2%.
`CCOc1ccc(NC(=O)Cn2nc3c(cc2=O)CC(C)CC3)cc1` (configuration not stated) gave KAT2A inh 6%, FEN1 inhibitor -4% and DT40 TDP1 CPT 7%.
For Cc1cc(N2CCCC2)nc2ccc(NC(=S)NC(C)C)cc12 the results were KAT2A inh -3%, FEN1 inhibitor -24% and DT40 TDP1 CPT inconclusive.
For CCOC(=O)c1c(C)[nH]c(C2=NNC(=NC3CC3)SC2)c1C the results were KAT2A inh -18%, FEN1 inhibitor -23% and DT40 TDP1 CPT inconclusive.
For COc1ccc(NC(=O)c2nnn(Cc3ccc(SC)cc3)c2N)c(OC)c1 the results were KAT2A inh -4%, FEN1 inhibitor 22% and DT40 TDP1 CPT 18%.
COc1cccc(/C=C/C(=O)NNC(=O)CCN2CCN(Cc3ccccc3)CC2)c1 was read as KAT2A inh 22%, FEN1 inhibitor -1% and DT40 TDP1 CPT -10%.
For Cc1ccccc1S(=O)(=O)c1c(C)cc(C)n(C(C)C)c1=O the results were KAT2A inh -1%, FEN1 inhibitor -3% and DT40 TDP1 CPT inconclusive.
Screening Cc1cccc(-c2cc(N)n(-c3ccccc3)n2)c1 returned KAT2A inh -3%, FEN1 inhibitor 7% and DT40 TDP1 CPT -10%.
CCOC(=O)N1CCN(Cc2ccc(OCC(O)CN3CCCCC3)cc2)CC1 (configuration not stated) was read as KAT2A inh -8%, FEN1 inhibitor -4% and DT40 TDP1 CPT inconclusive.
For CCCCc1nnc(NC(=O)CS(=O)(=O)Cc2ccccc2)s1 the results were KAT2A inh 0%, FEN1 inhibitor 1% and DT40 TDP1 CPT 3%.
For CC1(C)CC(=O)C(C(=S)Nc2ccccc2)=C(NCCN2CCOCC2)C1 the results were KAT2A inh -4%, FEN1 inhibitor -3% and DT40 TDP1 CPT -14%.
Cc1ccc(CNC(=O)COC(=O)[C@@H]2CC(O)CN2S(=O)(=O)c2ccc3c(c2)OCCO3)cc1 (some centres not stated) was read as KAT2A inh -1%, FEN1 inhibitor 0% and DT40 TDP1 CPT -10%.
`COc1ccc(OC)c(-c2nn(-c3ccccc3)cc2C(=O)NCC(c2ccco2)N2CCCC2)c1` (configuration not stated) gave KAT2A inh -1%, FEN1 inhibitor -19% and DT40 TDP1 CPT inconclusive.
O=C(CSc1nc2ccccc2c(=O)n1-c1ccccc1)N1CCC1 was read as KAT2A inh -4%, FEN1 inhibitor -7% and DT40 TDP1 CPT 8%.
CC[N+]1(CC(=O)c2ccc(I)cc2)CCCCC1 was read as FEN1 inhibitor 14% and DT40 TDP1 CPT inconclusive.
Screening COc1cccc(O)c1CN1CCC(C(=O)Nc2ccc(-c3cccc(C)c3)cc2)CC1 returned KAT2A inh -10%, FEN1 inhibitor -10% and DT40 TDP1 CPT inconclusive.
For Cc1cc(=O)[nH]c(N/N=C/c2ccc(Cl)cc2Cl)n1 the results were KAT2A inh -1%, FEN1 inhibitor -12% and DT40 TDP1 CPT -5%.
Screening Cc1cc(N2C(=O)C(O)=C(C(=O)c3cccs3)C2c2cccc(Br)c2)no1 (configuration not stated) returned KAT2A inh -10%, FEN1 inhibitor -6% and DT40 TDP1 CPT -20%.
COC(=O)c1[nH]c2cccc(OC)c2c1NC(=O)CCN1CCC(C)CC1 was read as KAT2A inh -2%, FEN1 inhibitor -4% and DT40 TDP1 CPT inconclusive.

High-throughput results from PubChem.

Only part of the results is shown; the hit share may differ from the screen's.
